Assay outcomes deposited in PubChem BioAssay by National Center for Advancing Translational Sciences (NCATS).
KB-V1 cytotox: kills drug-selected multidrug resistant KB-V1 cells; KB-V1 MDR cells viability, CellTiter-Glo, 72 h; Potency, µM (top dose mostly 46.1 µM), for the others: at the highest dose activity change, negative = cytotoxicity, most hits filed as cytotoxic; 400,000 compounds, 3.4% hits; note: potency is the fitted concentration of half-maximal effect; % is set by controls: 0 for no effect and ±100 for the full control effect; nearly all actives have a fitted effect of over 60% in size
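qHTS viability screen in drug-selected KB-V1 MDR cells: 72 h compound treatment at 37 degrees C, ATP luminescence end point.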
HT1080 IDH1KD tx: kills HT-1080 cells with IDH1 knockdown; HT-1080 IDH1 knockdown viability, ATP luminescence, 48 h; Potency, µM (top dose mostly 46.1 µM), for inactives: at the highest dose activity, negative = toxicity, most hits filed as cytotoxic; 360,000 compounds, 2% hits; AID 686971;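 note: potency is the fitted concentration of half-maximal effect; 0% = DMSO wells and -100% = cell-free medium wells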
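HT-1080-IDH1KD cells (IDH1 knocked down), 750/well in RPMI with 5% FBS, treated with compound 48 h at 37 degrees C. Viability by CellTiter-Glo luminescence, normalised to DMSO and no-cell wells; concentration-response curves classed.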
HT1080-NT tox: kills 2HG-producing HT-1080-NT fibrosarcoma cells; AID 686970; HT-1080-NT fibrosarcoma viability, CellTiter-Glo ATP luminescence, 48 h; 360,000 compounds, 1.6% hits; Potency, µM (highest dose often 46.1 µM), inactives show at the highest dose activity, negative = less viability, actives largely listed as cytotoxic;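 note: NT is the 2HG producing partner of a matched IDH1 knockdown line; potency is the fitted concentration of half-maximal effect; 0% = DMSO-treated cells and -100% = media-only wells without cells; nearly all actives have a fitted effect of over 55% in size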
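750 cells/well, RPMI + 5% FBS; 2 h settle, compound pin-transfer, 48 h at 37 degrees C. CellTiter-Glo 10 min RT, luminescence. Normalized to DMSO and media-only wells.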
IL1B secr inh: inhibitors of inflammasome signaling (IL-1 beta secretion). AID 743279. activity change, % at 57.5 µM. THP-1 LPS/ATP IL-1B secretion, AlphaLISA, 16 h; active compounds read low. 360,000 compounds, 4.7% hits; in the data active = activity change below about -50%; inconclusive = mostly about -30% to -49%; note: % is set by controls: 0 for no effect and ±100 for the full control effect
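Secreted IL-1B measured by AlphaLISA bead assay after 16 h compound exposure of THP-1 cells; compounds (final up to 57.5 uM) added 1 h before LPS (250 ng/mL) and ATP (1.25 mM) stimulation; lower signal means less secretion.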
GLP-1R agonist: activates the human GLP-1 receptor; P43220; HEK293 GLP-1R CRE-luciferase, luminescence, 4-6 h; cells express a hypersensitive GLP-1R form; Potency, µM (top dose mostly 45.6 µM), without a hit: at the highest dose activation, most hits filed as activators; 380,000 compounds, 0.007% hits; note: potency is the fitted concentration of half-maximal effect; % of control where 0% means no effect
Target sequence (P43220 whole entry, looked up): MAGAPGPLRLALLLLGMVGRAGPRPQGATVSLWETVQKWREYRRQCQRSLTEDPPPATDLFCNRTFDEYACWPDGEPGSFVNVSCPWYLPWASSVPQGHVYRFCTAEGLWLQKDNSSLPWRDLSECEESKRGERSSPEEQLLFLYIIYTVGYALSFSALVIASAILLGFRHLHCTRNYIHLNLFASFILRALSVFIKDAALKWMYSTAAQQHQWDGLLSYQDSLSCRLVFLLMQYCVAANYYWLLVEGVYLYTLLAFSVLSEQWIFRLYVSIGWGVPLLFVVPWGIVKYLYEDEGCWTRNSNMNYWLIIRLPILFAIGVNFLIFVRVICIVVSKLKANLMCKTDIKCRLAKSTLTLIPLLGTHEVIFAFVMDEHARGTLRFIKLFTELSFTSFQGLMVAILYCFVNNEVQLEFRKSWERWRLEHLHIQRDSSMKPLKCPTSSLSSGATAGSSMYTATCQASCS
KB-3-1 cytotox: kills parental KB-3-1 adenocarcinoma cells; 400,000 compounds, 1.4% hits; KB-3-1 viability, CellTiter-Glo ATP luminescence, 72 h; Potency, µM (top dose mostly 46.1 µM), without a hit: top-dose activity change, negative = cytotoxic, most hits filed as cytotoxic; AID 1347075; note: potency is the fitted concentration of half-maximal effect; % is set by controls: 0 for no effect and ±100 for the full control effect; nearly all actives have a fitted effect of over 60% in size
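Parental KB-3-1 viability, qHTS format: 72 h compound exposure, 37 °C; CellTiter-Glo; media-only wells and DMSO plates as controls; concentration-effect fits on corrected data.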
D3 ag: activates the human D3 dopamine receptor; 410,000 compounds, 0.58% hits; max activation, %; AID 652048; D3R DiscoveRx beta-arrestin cells, luminescence, 90 min; P35462; in the data active = max activation above about 30%; note: 0% is about no effect; mostly tested at two doses, the higher about 12 µM
Target sequence (P35462 whole entry, looked up): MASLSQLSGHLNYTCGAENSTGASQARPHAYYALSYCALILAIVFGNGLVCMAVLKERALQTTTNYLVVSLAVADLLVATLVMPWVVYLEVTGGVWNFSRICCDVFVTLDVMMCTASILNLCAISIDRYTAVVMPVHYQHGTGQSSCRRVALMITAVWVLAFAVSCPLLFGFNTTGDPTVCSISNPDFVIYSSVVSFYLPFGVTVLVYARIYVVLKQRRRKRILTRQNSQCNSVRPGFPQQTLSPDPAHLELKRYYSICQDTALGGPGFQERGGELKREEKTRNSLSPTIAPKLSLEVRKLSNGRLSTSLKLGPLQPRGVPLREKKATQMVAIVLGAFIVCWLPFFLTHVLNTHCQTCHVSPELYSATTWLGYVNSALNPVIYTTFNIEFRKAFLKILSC
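Agonist mode: compounds and dopamine controls were applied to plated cells for 90 min at 37 degrees C after an overnight attachment at 1500 cells/well. Luminescent read-out followed 30 - 60 minutes at room temperature with DiscoveRx detection reagent.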
SW480 rereplic: inducers of DNA re-replication in SW480 colon cancer cells. SW480 DNA re-replication, Hoechst DNA content imaging, 48 h. AID 624297. 340,000 compounds, 1.8% hits. Potency, µM (doses to about 46.1 µM), for the others: at the highest dose re-replication activation, hits mostly activators; note: potency is the fitted concentration of half-maximal effect; % of control where 0% means no effect; nearly all actives have a fitted effect of over 55% in size
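Cells (250 per well) received 23 nL compound or DMSO by pin tool and were kept 48 hr at 37 C, 5% CO2. Nuclei were then stained with Hoechst for 40 min and scanned for DNA content.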
DRD3 antagonist: blocks the human D3 dopamine receptor | P35462 | D3R cells, DiscoveRx beta-arrestin luminescence, antagonist mode; active compounds read low | max response, negative = inhibition, % | 360,000 compounds, 2.5% hits | AID 652054; in the data active = max response below about -50%; inconclusive = no clear call, values can overlap the other calls; note: % is set by controls: 0 for no effect and ±100 for the full control effect; mostly tested at two doses, the higher about 12 µM
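Cells plated overnight at 1500 cells/well, then exposed to library compounds with dopamine controls for 90 minutes at 37 degrees C. DiscoveRx reagent added for 30–60 minutes at room temperature; luminescence read, quantitative HTS format.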
* = called active by the depositor; ? = inconclusive; / = no result given; [ ] = dose if it differs, or a comment. Unless noted, calls come from the whole dose curve; as a rule, active = well fitted curve in the direction sought with a large enough effect; inconclusive = small, poorly fitted or top-dose-only effect, or another doubt; inactive = no such curve, though single readings can be large; an effect the other way counts as inactive or inconclusive.

SMILES | KB-V1 cytotox | HT1080 IDH1KD tx | HT1080-NT tox | IL1B secr inh | GLP-1R agonist | KB-3-1 cytotox | D3 ag | SW480 rereplic | DRD3 antagonist
CC(C)(C)c1ccc(-c2n[nH]c(=S)n2-c2ccccc2)cc1 | ? | -1.9% | -11.9% | 33.6 | 0.2% | -3.4% | 0.0 | 0.9% | 9.4
NC(=O)C1CCN(C(=O)C2CCN(S(=O)(=O)c3ccccc3)CC2)CC1 | ? | 2.1% | 13.0% | 0.0 | 0.1% | -9.4% | -7.3 | -14.6% | 6.4
COc1ccc(CN2CCN(Cc3ccccc3F)CC2)cc1OC | -15.6% | -0.1% | 0.1% | 28.3 | 8.9% | 1.5% | -14.4 | 1.1% | 4.6
COc1ccccc1-c1nnc(SCc2nc3ccccc3s2)n1C | 0.0% | -3.8% | 3.9% | 1.2 | 24.7% | -2.6% | -34.8 | -6.7% | 10.9
CC(C)CNC(=O)C1(C)CCCN1C(=O)CCc1cccs1 (stereo not drawn) | -5.2% | 11.4% | 5.6% | -6.9 | -4.6% | 0.0% | -5.7 | / | 0.0
COc1cccc(S(=O)(=O)NCc2ccc(C(=O)N3CCN(C)CC3)cc2)c1 | 13.2% | -2.2% | -1.7% | 24.7 | -0.4% | -1.9% | 2.7 | -24.0% | 6.9
O=C1CSC(c2cccnc2)N1c1ccc(Cl)cc1 (stereo not drawn) | -12.9% | 11.0% | 25.6% | -4.0 | -12.0% | 1.8% | 0.2 | -2.5% | 13.9
CC(=O)Nc1cccc(C(=O)NCCc2ccco2)c1 | 4.5% | 1.1% | 1.4% | 12.9 | 2.7% | -1.2% | 19.6 | 16.0% | -17.7
COc1ccccc1C/C(N)=N/O | 12.1% | 16.1% | 13.5% | 31.3 | -1.6% | -2.8% | 4.1 | 22.2% | 0.3
Cc1nn(-c2cc(Cl)ccc2Cl)c(C)c1C(=O)O | 4.0% | 7.6% | 3.5% | 0.0 | 3.4% | -12.2% | -7.3 | -15.5% | 5.6
CSc1ncc(CN2CCN(C3CCCC3)C(CCO)C2)cn1 (stereo not drawn) | 10.6% | 1.8% | 5.5% | 39.7 | 1.2% | -0.5% | -1.3 | 21.9% | 3.4
CCOc1cc(C(=O)N(C)Cc2cc3ccccc3[nH]c2=O)cc(OCC)c1OCC | 17.4% | 16.3% | 6.4% | -15.0 | -9.1% | 3.7% | 6.8 | -1.0% | 0.0
OC1CSc2nc3ccccc3n2C1 (stereo not drawn) | 8.0% | 15.4% | 8.9% | -4.6 | 1.4% | 8.0% | 0.2 | -6.1% | 10.4
CCn1c(SCC(=O)NNC(=O)c2ccc(C)cc2)nnc1C(C)C | 2.4% | -8.1% | -5.8% | 1.2 | 2.2% | -0.6% | -3.3 | -27.8% | 0.9
COc1ccc(S(=O)(=O)N2CCOCC2)cc1C(=O)N(C)Cc1ccccc1F | -8.1% | 3.1% | 4.5% | -8.3 | 4.1% | -6.1% | -1.7 | -10.1% | -1.0
CC(=O)Nc1ccc(S(=O)(=O)N(C)c2ccc(OCC(=O)OCC(=O)NCc3ccco3)cc2)cc1 | -15.7% | 3.6% | -3.0% | 30.9 | 1.3% | -0.1% | -8.8 | -5.6% | 3.0
O=C(O/N=C/c1ccc(Cl)cc1)C1CCCCC1 | 3.9% | 19.2% | 19.6% | -0.6 | -1.1% | 9.0% | -6.3 | -6.2% | 0.8
CCc1nnc(SCc2ccc(C(=O)OC)o2)n1N | 9.4% | -1.4% | -2.8% | -16.5 | -3.2% | 11.3% | -0.4 | -0.1% | -6.0
CCc1ccc(CNC(=O)CN2C(=O)COc3ccccc32)cc1 | ? | -3.2% | 3.5% | ? | 5.6% | -5.7% | 6.8 | -6.9% | 11.7
S=C(NCCN1CCCCC1)Nc1ccc(Br)cc1 | -26.4% | -15.3% | -9.8% | -4.3 | 12.0% | 11.4% | -20.3 | 16.4µM* | -24.9
CCOc1ccc2ccccc2c1CNCCc1ccc(S(N)(=O)=O)cc1 | -1.5% | -17.4% | -12.7% | -27.9 | -0.1% | -3.8% | 0.4 | -4.0% | 0.3
C[C@H](CO)N1C[C@H](C)[C@@H](CN(C)S(=O)(=O)c2cccs2)Oc2c(NC(=O)NC3CCCCC3)cccc2C1=O | 10.5% | 0.9% | 1.9% | ? | -0.9% | 1.1% | 5.2 | ? | 10.2
CCS(=O)(=O)N1CCC(C(=O)NCC2CCCO2)CC1 (stereo not drawn) | 4.0% | -1.4% | 4.9% | -27.9 | 14.4% | 15.2% | -3.6 | 14.8% | -18.3
Cc1ccc(C(=O)c2nocc2C(=O)c2cccs2)cc1 | 12.0% | 0.0% | 1.0% | 20.8 | 0.7% | 6.6% | -3.9 | 2.6%[9.22 µM] | ?
O=C1CC2(CCN1)CCN(Cc1ccccc1)CC2 | -11.7% | 20.8% | 14.8% | 10.3 | -7.4% | 4.4% | -0.2 | 1.7% | 8.2
O=C(NCCc1nc2ccccc2[nH]1)/C(=C/c1ccco1)NC(=O)c1ccc(Br)cc1 | -8.1% | -9.0% | -14.2% | 0.0 | -4.2% | -10.2% | -1.6 | / | 31.8
COc1ccc(S(=O)(=O)NNC(=O)c2ccc([N+](=O)[O-])cc2)cc1 | -5.1% | 8.9% | 13.6% | 8.6 | -5.9% | -11.7% | -12.2 | -25.2% | 6.0
Cc1ccc(Nc2nc(N)c([N+](=O)[O-])c(N3CCCC(C)C3)n2)cc1C (stereo not drawn) | ? | 1.4% | 18.9% | -98.0* | 8.0% | -25.7% | 7.7 | -3.7% | -9.3
N/C(=N\OC(=O)c1ccc([N+](=O)[O-])cc1)c1ccccn1 | 6.8% | -0.2% | 10.0% | -3.2 | -0.8% | 3.5% | 1.7 | ? | 15.2
O=C(NCCCN1CCOCC1)c1onc(CSc2ccncc2)c1C(=O)NCCCN1CCOCC1 | 11.4% | 6.1% | 11.6% | 19.2 | -0.3% | 0.0% | -10.5 | 3.2% | 5.9
COc1ccc(OCC(=O)N/N=C(\C)CC(=O)Nc2ccc(OC)cc2[N+](=O)[O-])cc1 | 2.7% | 12.8% | 0.3% | -13.8 | -6.0% | 0.4% | -0.8 | -45.9%[inhibitor] | 3.7
C=C(C)CNC(=S)NNC(=O)c1ccco1 | 4.4% | ? | 2µM* | -8.4 | 0.4% | -2.0% | 6.7 | 1.84µM* | 8.6
S=C(NCc1ccc(Cl)cc1)NCc1ccccn1 | 0.0% | 2.5% | 5.5% | 7.6 | 8.0% | 10.1% | -2.0 | -6.1% | 5.2
CCOC(=O)C1=C(C)NC(=O)NC1c1cccc(OC)c1OCc1ccccc1Cl (stereo not drawn) | 13µM* | ? | -24.7% | 11.1 | -1.1% | 2.8% | -11.8 | 11.7% | -2.6
O=C(NC1CCN(c2ncccn2)CC1)c1ccccc1F | -13.7% | 0.0% | 3.6% | 21.2 | -6.8% | 0.1% | -2.4 | -2.3% | -10.6
O=C(Nc1ccc(Cl)cn1)Nc1ccccc1F | 24.1% | 6.3% | 4.3% | 8.3 | -15.4% | 5.3% | -0.3 | -1.0% | 17.9
COc1ccc2c(c1OC)C(=O)OC2Nc1ccc(S(=O)(=O)N=C(N)N)cc1 (stereo not drawn) | 0.0% | -7.6% | -0.3% | 0.0 | 2.3% | -4.5% | 0.1 | 18.6% | -11.9
COC(=O)C1=C2SC(C)C(=O)N2C(N)=C(C#N)C1c1cc(OC)c(OC)c(OC)c1 (stereo not drawn) | 2.2% | 15.8% | 9.5% | -0.4 | 0.4% | 8.3% | -1.3 | -2.2% | -27.9
CSCCC1NC(=O)N(CC(=O)N2N=C(c3ccc(Cl)cc3)CC2c2ccco2)C1=O (stereo not drawn) | ? | ? | ? | ? | -4.1% | ? | -0.4 | 23.8% | -6.0
O=C(O)c1ccc(NC(=O)c2cn(-c3ccccc3)nc2-c2cccc(Cl)c2)cc1 | 0.0% | ? | ? | 20.7 | -3.2% | 21.5% | 36.1* | -2.6% | 36.3
COCCN1CCN(C(=O)c2cc(COc3cc(C)ccc3C)on2)CC1 | -2.8% | 4.2% | 1.4% | -5.6 | 5.4% | -0.6% | 2.6 | 0.2% | 6.5
Cc1nnc(SCC(=O)N2CCCc3ccccc32)[nH]c1=O | 0.7% | 8.3% | 3.6% | 2.0 | 1.1% | 10.8% | -6.3 | -1.2% | 1.1
Cc1cccc(CCN(C(=O)c2snc(C(N)=O)c2N)C(C(=O)NCC2CCCO2)c2ccc(F)cc2)c1 (stereo not drawn) | 20.6µM* | -28.8% | -0.9% | -51.6* | 19.1% | -27.0% | 2.1 | ? | 8.5
CCCCCCOC(=O)Cc1c(C)nc(N)[nH]c1=O | 28.6% | 7.6% | 10.0% | 14.0 | 1.4% | 9.7% | 0.4 | 2.3% | 5.9
Cc1ccc(S(=O)(=O)c2nnn3c2nc(N2CCC(C(N)=O)CC2)c2ccccc23)cc1C | 0.0% | ? | -27.8% | -21.0 | -2.6% | 22.3% | -9.8 | -1.5% | -4.7
CC(C)CN(CC(C)C)S(=O)(=O)N1CCC(C(=O)NCCc2ccc(Cl)cc2)CC1 | ? | ? | -27.4% | -3.3 | 7.9% | -16.8% | 6.3 | -3.9% | 5.2

Some values from the results shown:
For KB-V1 cytotox, Cc1cccc(CCN(C(=O)c2snc(C(N)=O)c2N)C(C(=O)NCC2CCCO2)c2ccc(F)cc2)c1 (stereo not drawn) has 20.6µM*
For HT1080 IDH1KD tx, S=C(NCc1ccc(Cl)cc1)NCc1ccccn1 has 2.5%
